ALOX15B inhib = inhibitors of human 15-lipoxygenase 2 (ALOX15B). purified 15hLO-2, xylenol orange hydroperoxide absorbance. AID 881. O15296. Potency, µM (highest dose often 57.1 µM), for inactives: at the highest dose activity change, negative = inhibition, most hits filed as inhibitors. 110,000 compounds, 0.56% hits; note: potency is the fitted concentration of half-maximal effect; nearly all actives have a fitted effect of over 60% in size; many of its hits are not listed in these tables
Target sequence (O15296 whole entry, looked up): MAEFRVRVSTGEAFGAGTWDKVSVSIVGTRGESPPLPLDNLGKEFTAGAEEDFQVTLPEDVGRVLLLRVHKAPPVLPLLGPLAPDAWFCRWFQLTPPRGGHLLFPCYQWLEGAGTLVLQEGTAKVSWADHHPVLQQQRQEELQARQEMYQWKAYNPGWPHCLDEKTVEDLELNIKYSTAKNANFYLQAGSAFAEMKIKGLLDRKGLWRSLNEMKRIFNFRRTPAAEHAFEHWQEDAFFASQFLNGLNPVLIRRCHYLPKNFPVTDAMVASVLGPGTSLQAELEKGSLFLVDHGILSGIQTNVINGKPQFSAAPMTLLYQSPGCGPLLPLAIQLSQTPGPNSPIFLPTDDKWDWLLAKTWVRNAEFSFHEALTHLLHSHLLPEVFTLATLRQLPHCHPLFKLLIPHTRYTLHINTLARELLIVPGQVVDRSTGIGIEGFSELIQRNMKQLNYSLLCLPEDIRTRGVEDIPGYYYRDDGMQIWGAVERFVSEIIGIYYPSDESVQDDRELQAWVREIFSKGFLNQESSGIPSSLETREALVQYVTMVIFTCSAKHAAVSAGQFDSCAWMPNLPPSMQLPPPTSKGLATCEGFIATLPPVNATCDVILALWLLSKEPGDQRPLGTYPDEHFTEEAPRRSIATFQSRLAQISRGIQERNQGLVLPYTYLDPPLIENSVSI
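Purified human 15hLO-2 (50 nM final) preincubated with compounds 15 min at room temperature in 25 mM Hepes pH 7.5, 0.01% Triton X-100, then 45 uM arachidonic acid added for 90 min; hydroperoxide detected via ferrous/xylenol orange, 573/405 nm absorbance ratio.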
IMPase cell inh = cell-permeable inhibitors of inositol monophosphatase (IMPase) | 120,000 tested, under 10 active | CHO-M1 cells, IP1 accumulation, HTRF TR-FRET ratio | P97697 | inhibition (IP1 accumulation), % at 46.1 µM; active = well fitted curve in the direction sought with a large enough effect in the signal ratio, not every such curve was filed as active; inconclusive = small, poorly fitted or top-dose-only effect, or a change in a side signal; inactive = no such curve, though single readings can be large or run the other way; the % refers to the signal ratio;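 note: cells stimulated with carbachol in lithium chloride buffer; plate controls were DMSO basal wells for no effect and reference inhibitor wells for full effect; higher means more IMPase inhibition seen as more IP1 and lower FRET ratio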
Target sequence (P97697 whole entry, looked up): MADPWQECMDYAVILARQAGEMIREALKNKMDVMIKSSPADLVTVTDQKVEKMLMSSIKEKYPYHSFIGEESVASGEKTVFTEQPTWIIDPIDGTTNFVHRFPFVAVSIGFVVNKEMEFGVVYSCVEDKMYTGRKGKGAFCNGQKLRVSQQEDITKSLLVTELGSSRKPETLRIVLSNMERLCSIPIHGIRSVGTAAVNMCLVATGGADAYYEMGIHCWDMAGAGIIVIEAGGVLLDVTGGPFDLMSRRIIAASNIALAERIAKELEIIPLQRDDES
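Cellular IMPase inhibition is scored as a rise in cytosolic IP1, detected by competitive TR-FRET between d2-labelled IP1 and a europium anti-IP1 antibody. M1-expressing CHO cells were stimulated with carbachol for 30 min at 37C, with lithium (50 mM LiCl) present in the buffer.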
12-hLO inh = blocks human 12-lipoxygenase activity; 150,000 compounds, 0.12% hits; Potency, µM (titrated, usually from 57.1 µM), for the others: at the top dose activity change, negative = inhibition, most hits filed as inhibitors; P18054; purified 12-hLO, xylenol orange hydroperoxide absorbance; AID 1452; note: potency is the fitted concentration of half-maximal effect; nearly all actives have a fitted effect of over 55% in size; many of its hits are not listed in these tables
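Lipoxygenase turnover measured by absorbance at 573 and 405 nm after Fe-XO development. Human 12hLO 150 nM, arachidonate 40 uM, pH 7.0 Hepes buffer with detergent; 15 min compound preincubation, 30 min reaction.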
PNC assembly inh = blocks assembly of the perinucleolar compartment | PC3M PTB-GFP, PNC prevalence imaging, 16 h; hits give low values | activity change (PNC), negative = inhibition, % at 10 µM | 140,000 compounds, 3.1% hits;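 active = readout at or below -70, meaning at least 70% loss of cells showing the perinucleolar compartment, a nuclear body marking cancer cells; inconclusive = readout between -30 and a set limit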;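 note: plate controls were DMSO wells for no effect and camptothecin positive control wells for full effect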
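PC3M cells stably expressing PTB-GFP, 750–1000 cells/well, treated 16 h at 37 °C with compound (23 nl of library stock), in duplicate. After paraformaldehyde fixation and Hoechst stain, imaged at 20x; PNC prevalence scored by image analysis.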
Numbers without * were called inactive; ? = inconclusive; . = no result given; & = joins results of further samples; [ ] = another dose, or the depositor's remark. Unless noted, calls come from the whole dose curve; as a rule, active = well fitted curve in the direction sought with a large enough effect; inconclusive = small, poorly fitted or top-dose-only effect, or another doubt; inactive = no such curve, though single readings can be large; an effect the other way counts as inactive or inconclusive. Unless noted, % is set by controls: 0 for no effect and ±100 for the full control effect.

SMILES	ALOX15B inhib	IMPase cell inh	12-hLO inh	PNC assembly inh
Cc1ccc(-c2nnn(CC(=O)N(c3ccccc3F)C(C(=O)NCC3CCCO3)c3c[nH]c4ccccc34)n2)cc1 (centres undefined)	.	3.9	-4.8%	9.7
C/C(=N\NC(=O)c1ccc(Cl)c(Cl)c1)c1cccc(NC(=O)C(C)C)c1	8.2%	1.2	-2.7%	?
O=C(O)c1cc(Cl)c(Cl)cc1C(=O)Nc1cccc2ncccc12	.	-10.4	-1.0%	-0.5
Nc1nc(C2CCCN2S(=O)(=O)c2ccc(Cl)cc2)cs1 (centres undefined)	3.4%	-3.9	-5.9%	7.2
CC(=O)N1CCc2cc(C(=O)CN3CCCN(Cc4ccc(F)cc4)C3)ccc21	1.1%	7.9	5.6%	32.5
CC(C)c1ccc(C(CC(=O)c2ccc(Cl)cc2)C(=O)O)cc1 (centres undefined)	-24.9%	-1.9	-13.4%	25.6
Cc1cc(NC(=O)c2cc(-c3ccc4c(c3)OCO4)on2)n(-c2ccccc2)n1	?	8.6	-15.5%	31.9
CCCN(CCC)S(=O)(=O)c1ccc(C(=O)N2CCOCC2)cc1	3.5%	1.9	-0.5%	-11.7
Cc1nn(CC(=O)O)c(=O)c2ccccc12	-2.3%	6.1	-2.7%	-21.6
CCc1ccc(/C(C)=N\Nc2ccc([N+](=O)[O-])cc2)cc1	-26.7%	17.4	-12.3%	7.2
Cc1cccn2c(=O)c3cc(C#N)c(=N)n(Cc4ccncc4)c3nc12	.	22.8[0.0738 µM]	-0.6%	?
CC(=O)Oc1ccc(C(=O)Nc2ccc3c(c2)C(=O)N(CCC(=O)O)C3=O)cc1	5.0%	-4.0	-6.9%	-28.5
COc1ccc(C2SCC(C(=O)O)N2C(C)=O)cc1OC (centres undefined)	-0.4%	11.0	-7.8%	28.7
Cc1[nH]n(-c2ccccc2)c(=O)c1/C=N/N1C(=O)c2ccc3c4c(ccc(c24)C1=O)CC3	.	-2.3	3.8%	3.7
Cn1cnnc1SCC(=O)Nc1ccccc1Sc1ccccc1	4.3%	5.4	-1.9%	13.7
Cc1ccc(C(c2sc3nc(C)nn3c2O)N2CCOCC2)cc1 (centres undefined)	4.4%	-4.7	-0.4%	5.8
Cc1ccc2[nH]c(=O)c(C(c3nnnn3CC3CCCO3)N3CCc4ccccc4C3)cc2c1 (centres undefined)	-21.2%	?	?	29.5
CC(C)=CCC/C(C)=C/CC/C(C)=C/CO	4.3%&24.2%	6.2	-2.0%&-1.0%	.
Cc1c(Cl)c([N+](=O)[O-])nn1CC(=O)Nc1c(C)n(C)n(-c2ccccc2)c1=O	-9.0%	2.5	3.6%	?
Cc1cc(OC(=O)CNC(=O)OC(C)(C)C)c2c(C)cc(=O)oc2c1	0.5%	-15.2	-5.6%	16.5
Cc1ccsc1-c1nc(C(N)=O)c2[nH]c(=O)n(-c3ccc(Cl)cc3)c2n1	.	.	1.6%	34.0
CN1CCN(c2nc3c(c(=O)n(C)c(=O)n3C)n2C)CC1	-6.6%[11.4 µM]	.	-0.6%[11.4 µM]	.
NC(=O)CSc1nnc(Cn2c(=O)sc3ccccc32)n1-c1ccccc1	.	-20.4	2.5%	-12.7
CCOC(=O)c1ccc(NC(=O)C2CCN(C(=O)c3ccc(OC)c(OC)c3)CC2)cc1	.	?	-5.3%	-15.5
COc1ccc(-c2cc(C#N)nc(N3CCN(C)CC3)n2)cc1	.	.	-1.8%	?
Cc1ccc(C2CC(=O)NC(SCC(=O)Nc3nccs3)=C2C#N)cc1 (centres undefined)	-1.8%	0.1	-0.4%	0.1
CC(C)CCNC(=O)CN(CCN1CCOCC1)C(=O)Cn1nnc(-c2ccc(F)cc2)n1	1.7%	-2.4	1.9%	-4.5
CCC(=O)NC(=S)Nc1ccc(S(=O)(=O)N2CCN(C)CC2)cc1	.	.	-1.7%	?
COc1ccc(Nc2nc(N)nc(CSCCO)n2)cc1	-0.9%	-7.7	1.1%	-16.8
COc1ccccc1N1CCN(C(=O)CSc2nnc(NC(=O)C3CCC3)s2)CC1	-10.5%	-2.2	2.3%	5.7

Only IMPase cell inh and PNC assembly inh, for 2 of the compounds above:
molecule | IMPase cell inh | PNC assembly inh
Cc1ccc2[nH]c(=O)c(C(c3nnnn3CC3CCCO3)N3CCc4ccccc4C3)cc2c1 (centres undefined) | ? | 29.5
CC(C)=CCC/C(C)=C/CC/C(C)=C/CO | 6.2 | .

Other entries follow.
SMILES	ALOX15B inhib	IMPase cell inh	12-hLO inh	PNC assembly inh
Cc1cc(NC(=O)c2cccc3ccccc23)cc(C)c1OCC(=O)N1CCOCC1	6.2%	-2.4	-1.5%	-12.5
CCN(CCO)Cc1cc(=O)oc2c(C)c(C)ccc12	-17.6%	20.5	-11.5%	?
CC(C)(C)C(C(Oc1ccc(Cl)cc1)n1cncn1)n1nnnc1C(c1cccc(Cl)c1)N1CCCCC1 (centres undefined)	.	14.5	-1.2%	28.8
Cc1ccccc1NC(=O)C1CCCN1/C=C/C(=O)C(F)(F)F (centres undefined)	.	-3.0	1.3%	?
O=C(Oc1oc(-c2ccco2)nc1C=Nc1ccc(Cl)cc1)c1ccco1	.	3.6	1.5%	75.4
COC(=O)c1ccc(-n2c(C)cc(/C=N/n3cnnc3)c2C)cc1	7.1%	1.0	-4.5%	22.5
CC1(C)CC[C@]2(C(=O)O)CC[C@@]3(C)C(=CCC4[C@@]5(C)CCC(O)C(C)(C)C5CC[C@@]43C)C2C1 (some centres undefined)	-7.5%	.	-0.9%	.
O=C1CSC2=NCN(c3ccc4c(c3)OCO4)CN12	-6.1%	0.1	-11.8%	42.2
O=[N+]([O-])c1ccc(-c2nc3ccc([N+](=O)[O-])cc3[nH]2)cc1	-20.0%	12.5	2.0%	?
CCc1ccc(NC(=O)CC2C(=O)Nc3c2c(=O)n(C)c(=O)n3C)cc1 (centres undefined)	-6.5%	3.5	7.7%	35.7
CCOC(=O)C1=C(CN2c3ccccc3CC2C)NC(=O)NC1c1ccccc1 (centres undefined)	6.4%	-16.7	-5.3%	32.3
COc1cc(S(=O)(=O)N2CCOCC2)ccc1F	7.3%	5.4	-1.5%	1.8
Cc1cc(=O)[nH]c2c(C)c(Cl)ccc12	-4.8%	-2.4	2.2%	30.5
Cc1ccc(N(CC(=O)N/N=C/c2ccc(OC3CSC3)cc2)S(=O)(=O)c2ccccc2)c(C)c1	.	5.3	-1.9%	?
CCCN(CCC)C(=O)CSc1nc2ccccc2c(=O)n1C1CCCC1	7.3%	10.1	1.0%	?
COc1ccc(OCc2nn3c(-c4cccc(OC)c4)nnc3s2)cc1	15.5%	-10.7	-2.3%	-9.4
O=C(CNC(=O)c1ccc(N2C(=O)c3ccccc3C2=O)cc1)OCC(=O)c1cccc2ccccc12	.	.	-2.6%	-24.2
COCCn1c(=NC(=O)/C=C/c2ccccc2Cl)sc2cc(NC(C)=O)ccc21	.	.	5.7%	41.1
COc1cc(CN2CCN(CCOCCO)CC2)cc(OC)c1OC	1.2%	-2.1	2.4%	-15.2
O=C(Nc1nc(-c2ccc(Oc3ccccc3)cc2)cs1)C1=COCCO1	.	3.0	-6.5%	82.2
COc1ccc(C2C3=C(CC(C)(C)CC3=O)OC(N)=C2[N+](=O)[O-])cc1 (centres undefined)	.	.	1.3%	37.0
COc1ccccc1NCC(=O)N/N=C/c1cccnc1	0.2%	4.5	3.1%	?
Cc1cc2oc(C(=O)Nc3ccc(S(=O)(=O)N4CCCC(C)C4)cc3)cc(=O)c2cc1Cl (centres undefined)	.	.	1.3%	?
Cc1c(C(=O)NC(C)c2ccncc2)oc2ccccc12 (centres undefined)	5.5%	6.6	7.0%	20.0
CCn1nnnc1-c1ccc(OC)c(S(=O)(=O)Nc2ccc(OC)cc2)c1	0.4%	-5.4	-0.1%	-3.2
Cc1ccc(N=Nc2[nH]c3ccccc3c2O)cc1	.	.	-3.2%	-14.9
O=C(CCN1C(=O)c2ccccc2C1=O)N1CCCCCC1	-0.8%	-0.8	-7.3%	16.4
Cc1ccc(NC(=O)c2cc(NC(=O)CCCC(=O)O)ccc2Cl)cc1Cl	-1.0%	7.8	-0.5%	23.9
CC1=C(C(=O)OCC(C)C)C(c2ccccc2Cl)NC(=O)N1C (centres undefined)	9.0%	6.8	-19.1%	13.2
Cc1c(NC(=O)c2ccc(N3C(=O)C4C5C=CC(C5)C4C3=O)cc2)c(=O)n(-c2ccccc2)n1C (centres undefined)	1.3%	-1.9	-3.7%	3.4

Some of these compounds in order of count of non-hydrogen atoms, highest first.
SMILES	ALOX15B inhib	IMPase cell inh	12-hLO inh	PNC assembly inh
CC(C)(C)C(C(Oc1ccc(Cl)cc1)n1cncn1)n1nnnc1C(c1cccc(Cl)c1)N1CCCCC1 (centres undefined)	.	14.5	-1.2%	28.8
O=C(CNC(=O)c1ccc(N2C(=O)c3ccccc3C2=O)cc1)OCC(=O)c1cccc2ccccc12	.	.	-2.6%	-24.2
Cc1ccc(N(CC(=O)N/N=C/c2ccc(OC3CSC3)cc2)S(=O)(=O)c2ccccc2)c(C)c1	.	5.3	-1.9%	?
Cc1[nH]n(-c2ccccc2)c(=O)c1/C=N/N1C(=O)c2ccc3c4c(ccc(c24)C1=O)CC3	.	-2.3	3.8%	3.7
CC(=O)N1CCc2cc(C(=O)CN3CCCN(Cc4ccc(F)cc4)C3)ccc21	1.1%	7.9	5.6%	32.5
Cc1c(Cl)c([N+](=O)[O-])nn1CC(=O)Nc1c(C)n(C)n(-c2ccccc2)c1=O	-9.0%	2.5	3.6%	?
O=C(Nc1nc(-c2ccc(Oc3ccccc3)cc2)cs1)C1=COCCO1	.	3.0	-6.5%	82.2
CCc1ccc(NC(=O)CC2C(=O)Nc3c2c(=O)n(C)c(=O)n3C)cc1 (centres undefined)	-6.5%	3.5	7.7%	35.7
COc1cc(CN2CCN(CCOCCO)CC2)cc(OC)c1OC	1.2%	-2.1	2.4%	-15.2
CCC(=O)NC(=S)Nc1ccc(S(=O)(=O)N2CCN(C)CC2)cc1	.	.	-1.7%	?
CC1=C(C(=O)OCC(C)C)C(c2ccccc2Cl)NC(=O)N1C (centres undefined)	9.0%	6.8	-19.1%	13.2
COc1ccc(C2SCC(C(=O)O)N2C(C)=O)cc1OC (centres undefined)	-0.4%	11.0	-7.8%	28.7
O=C1CSC2=NCN(c3ccc4c(c3)OCO4)CN12	-6.1%	0.1	-11.8%	42.2
COc1cc(S(=O)(=O)N2CCOCC2)ccc1F	7.3%	5.4	-1.5%	1.8
CC(C)=CCC/C(C)=C/CC/C(C)=C/CO	4.3%&24.2%	6.2	-2.0%&-1.0%	.

Remaining list, next part
SMILES	ALOX15B inhib	IMPase cell inh	12-hLO inh	PNC assembly inh
CCSCCOC(=O)C1=C(C)NC(=O)NC1c1ccc2c(c1)OCO2 (centres undefined)	-8.0%	6.9	2.8%	7.4
Cc1ccc(CNC(=O)CCc2nc(-c3cccs3)no2)cc1	6.1%	3.9	1.4%	22.9
COC(=O)C(C)N1C(=O)S/C(=C\c2cc(C)n(-c3ccccn3)c2C)C1=O (centres undefined)	?	12.4	-11.1%	7.0
O=C(CSc1nnc(Cn2c(=O)sc3ccccc32)n1-c1ccccc1)N1CCCC1	.	-1.9	1.2%	29.1
CCOC(=O)c1c(-c2ccccc2)csc1NC(=S)NC	.	.	-2.8%	11.9
COc1ccc(-n2c(SCC(=O)N3CCCC(C)C3)nnc2-c2cccnc2)cc1 (centres undefined)	-6.1%	8.9	-1.8%	-17.5
Nc1c(C(=O)Nc2ccc3c(c2)OCCO3)nnn1CCc1ccccc1	10.2%	2.3	-4.6%	4.1
COc1ccc(/C=C/C(=O)c2ccc(C)s2)cc1	-3.3%	-6.1	0.8%	.
Cc1[nH]n(-c2ccccc2)c(=O)c1/C=N/NC(=O)c1ccoc1C	.	.	-1.4%	?
O=C(CSc1ccc(-c2ccc(Cl)cc2)nn1)Nc1ccc2c(c1)OCCO2	.	-0.8	-0.6%	-14.2
CCn1c(C)c(C(C)=O)c(N2CCCC2)nc1=S	-2.9%	8.7	0.1%	12.7

Screens from PubChem.

Not all compounds are listed (hit frequency here may not be typical).
